# Bioassay records as filed in PubChem.
# RGS4 inh: Inhibitors of Regulator of G Protein Signaling (RGS) 4: qHTS | Transcreener GDP fluorescence polarization, RGS4-accelerated GTP hydrolysis | Regulator of G-protein signaling 4 (Homo sapiens), P49798 | Potency, µM (series often up to 114 µM), for the others: top-dose activity change, negative = inhibition, actives largely listed as inhibitors | hit rate 0.039% among 390,000; also: potency is read from the fitted curve at half-maximal effect; % is scaled to controls: 0 for no effect and ±100 for the full control effect; nearly all actives have a fitted effect of over 75% in size; some results filed as inactive show a strong effect at the top dose
# Target sequence (P49798 whole entry, looked up): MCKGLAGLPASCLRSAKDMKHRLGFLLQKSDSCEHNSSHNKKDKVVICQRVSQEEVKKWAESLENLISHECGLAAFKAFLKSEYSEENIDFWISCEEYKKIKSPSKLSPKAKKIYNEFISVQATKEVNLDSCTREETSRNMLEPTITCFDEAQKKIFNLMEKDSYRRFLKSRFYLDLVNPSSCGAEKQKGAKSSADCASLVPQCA
#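 MLSMR compounds (23 nl, pin-transferred) preincubated 10 min at room temperature with a 500nM (2x) first reagent, then RGS4 at 900nM (2x) plus Transcreener GDP mix added; fluorescence polarization (620/688 nm) read before and after 90 min at 30 °C.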
# PI4K2A inh: qHTS for small molecular inhibitors of PI4K2A. AID 1346378, 2018. activity change, negative = inhibition, % at 76.9 µM. purified PI4K2A, ADP-Glo luminescence, 1 h; hits give low values. hit rate 0.13% among 420,000. Phosphatidylinositol 4-kinase type 2-alpha (Homo sapiens), Q9BTU6; in the data active = activity change below about -50%; inconclusive = mostly about -30% to -49%;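 also: -100% = wells without enzyme as full effect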
#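 ADP-Glo luminescence measured ADP generated by PI4K2A enzyme (4 ug/mL before mixing) with 1.2 mM PI substrate (pre-mix) and 300 microM ATP (pre-mix). Tris pH7.5 buffer with MgCl2, Triton X-100; 1 h reaction at ambient temperature.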
# JMJD2A Tudor: qHTS Assay for Inhibitors of JMJD2A-Tudor Domain. Lysine-specific demethylase 4A (Homo sapiens), O75164. AlphaScreen JMJD2A-Tudor / H3K4me3 peptide binding. Potency, µM (doses to about 114 µM), inactives show at the highest dose activity change, negative = inhibition, hits mostly inhibitors. hit rate 4.4% among 390,000. AID 504339, 2011; also: potency is read from the fitted curve at half-maximal effect; % is scaled to controls: 0 for no effect and ±100 for the full control effect; nearly all actives have a fitted effect of over 50% in size
# G9a inh: qHTS Assay for Inhibitors of Histone Lysine Methyltransferase G9a. hit rate 8.8% among 350,000. AID 504332, 2011. G9a H3K9 monomethylation, AlphaScreen, 2 h. Histone-lysine N-methyltransferase EHMT2 (Homo sapiens), Q96KQ7. Potency, µM (doses to about 102 µM), for the others: at the top dose activity, negative = inhibition, most hits filed as inhibitors; also: potency is read from the fitted curve at half-maximal effect; % is scaled to controls: 0 for no effect and ±100 for the full control effect; nearly all actives have a fitted effect of over 75% in size
#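 G9a (20 nM) preincubated 15 min RT with compounds, then 500 nM biotinylated H3K9 peptide and 20 uM SAM added; 2 h RT reaction. Monomethyl-H3K9 product detected by AlphaScreen with anti-H3K9me1 antibody, streptavidin donor and anti-rabbit IgG acceptor beads.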
# BAZ2B inh: qHTS Assay for Inhibitors of BAZ2B; hit rate 4.4% among 360,000; AlphaScreen BAZ2B-H3K14Ac peptide displacement; Bromodomain adjacent to zinc finger domain protein 2B (Homo sapiens), Q9UIF8; Potency, µM (series often up to 114 µM), without a hit: at the highest dose activity change, negative = inhibition, most hits filed as inhibitors; also: potency is read from the fitted curve at half-maximal effect; % is scaled to controls: 0 for no effect and ±100 for the full control effect; nearly all actives have a fitted effect of over 60% in size
#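 Compounds, titrated to a top concentration of 110 uM, were incubated 30 min at room temperature with preformed BAZ2B/acetyl-K14 H3 peptide complex (50 nM each). Proximity signal was measured by AlphaScreen after 20 min with beads.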
# 12-LOX inh: Primary qHTS assay for inhibitors of human arachidonate 12S-lipoxygenase (ALOX12): Round 2; Polyunsaturated fatty acid lipoxygenase ALOX12 (Homo sapiens), P18054; Potency, µM (doses to about 108 µM), without a hit: top-dose activity change, negative = inhibition, most hits filed as inhibitors; purified 12hLO, xylenol orange hydroperoxide absorbance; hit rate 1.1% among 580,000; also: potency is read from the fitted curve at half-maximal effect; % is scaled to controls: 0 for no effect and ±100 for the full control effect
# Target sequence (P18054 whole entry, looked up): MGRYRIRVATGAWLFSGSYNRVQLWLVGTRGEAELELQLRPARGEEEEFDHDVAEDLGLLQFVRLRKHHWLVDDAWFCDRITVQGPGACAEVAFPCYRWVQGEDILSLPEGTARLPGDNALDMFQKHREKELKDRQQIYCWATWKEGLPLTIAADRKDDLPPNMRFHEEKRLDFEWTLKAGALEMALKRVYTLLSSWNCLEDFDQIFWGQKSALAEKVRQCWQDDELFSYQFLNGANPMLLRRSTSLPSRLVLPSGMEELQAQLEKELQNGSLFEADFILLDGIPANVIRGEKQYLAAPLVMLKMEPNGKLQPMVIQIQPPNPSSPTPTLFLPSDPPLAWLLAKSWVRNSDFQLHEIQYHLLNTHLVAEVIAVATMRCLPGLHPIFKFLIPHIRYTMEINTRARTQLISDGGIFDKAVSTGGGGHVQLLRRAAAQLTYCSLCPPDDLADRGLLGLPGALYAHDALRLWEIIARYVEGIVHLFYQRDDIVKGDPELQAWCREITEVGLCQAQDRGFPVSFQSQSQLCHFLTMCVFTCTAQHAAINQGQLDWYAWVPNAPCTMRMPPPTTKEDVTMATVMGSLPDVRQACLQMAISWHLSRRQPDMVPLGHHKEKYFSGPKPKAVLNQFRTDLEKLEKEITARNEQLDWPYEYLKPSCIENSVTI
#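 Hydroperoxide product was detected by ferrous iron/xylenol orange as the 573 to 405 nm absorbance ratio. Arachidonic acid at 40 uM (final) was turned over for 30 min at room temperature by 150 nM human 12hLO, pH 7.0 Hepes buffer, after 15 min compound preincubation.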
# ERG-DNA inh: qHTS for Small Molecule Inhibitors of the ERG Ets/DNA interaction; hit rate 0.028% among 370,000; Transcriptional regulator ERG (Homo sapiens), P11308; Potency, µM (top dose mostly 76.9 µM), for inactives: top-dose FP activity, negative = inhibition, actives largely listed as inhibitors; fluorescence polarization, His-ERG Ets domain / labelled DNA; AID 624246, 2012; active = well fitted inhibition curve with a large enough effect in the polarisation, with a control signal flat; inconclusive = small, poorly fitted or top-dose-only effect, or effect the other way, or a change in a side signal; inactive = no such curve, though single readings can be large or run the other way; the % refers to the polarisation;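 also: polarization taken with two DNA probes labelled with fluorescein and Texas red; potency is read from the fitted curve at half-maximal effect; % of control where 0% means no effect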
#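 His-tagged ERG Ets domain (1 uM in the protein solution; 300mM KCl, 50mM Tris-HCl, 1mM EDTA, 1mM DTT, pH 7.5) received compound, then a probe mix of 5 nM fluorescein-DNA and 100nM Texas-615-DNA. Fluorescence polarization was read for both dyes.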
# HP1b binding inh: HTS for Inhibitors of HP1-beta Chromodomain Interactions with Methylated Histone Tails; Potency, µM (titrated, usually from 114 µM), for the others: top-dose activity change, negative = inhibition, most hits filed as inhibitors; hit rate 0.56% among 390,000; AID 540317, 2011; AlphaScreen HP1-beta / biotin-H3K9me3 peptide binding; Chromobox protein homolog 1 (Homo sapiens), P83916; also: potency is read from the fitted curve at half-maximal effect; nearly all actives have a fitted effect of over 70% in size; inactives centre near 23
# Target sequence (P83916 whole entry, looked up): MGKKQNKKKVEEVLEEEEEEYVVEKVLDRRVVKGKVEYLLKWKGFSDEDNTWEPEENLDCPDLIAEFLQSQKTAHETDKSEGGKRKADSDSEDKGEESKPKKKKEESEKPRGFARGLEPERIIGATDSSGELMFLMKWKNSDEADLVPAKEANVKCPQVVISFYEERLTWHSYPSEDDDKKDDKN
#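 Compound inhibition of the preformed complex between 50 nM HP1-beta and 50 nM biotinylated H3K9me3 peptide was read by AlphaScreen. Buffer was PBS pH 7.4 with 0.01% Tween-20. Incubations ran 30 min at room temperature, with 10 ug/mL donor/acceptor beads.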
# GLS inh: qHTS for Inhibitors of Glutaminase (GLS). Glutaminase kidney isoform, mitochondrial (Homo sapiens), O94925. GLS enzymatic activity, qHTS titration. Potency, µM (highest dose often 45.5 µM), for inactives: top-dose activity change, negative = inhibition, usual class: inhibitors. hit rate 0.21% among 410,000; also: potency is read from the fitted curve at half-maximal effect; % is scaled to controls: 0 for no effect and ±100 for the full control effect
#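 Glutamate formation by hKGA was monitored fluorometrically using coupled glutamate oxidase, HRP and Amplex Red. Substrate was added as 1 mM L-glutamine solution; incubation was 30 min at RT after an initial read.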
# * = called active by the depositor; i = inactive; u = inconclusive; x = no result given; & = joins results of further samples; ! = not confirmed by another sample; [ ] = remark or other dose. Unless noted, calls follow the shape of the dose curve; as a rule, active = well fitted curve in the direction sought with a large enough effect; inconclusive = small, poorly fitted or top-dose-only effect, or another doubt; inactive = no such curve, though single readings can be large; an effect the other way counts as inactive or inconclusive. A portion of the library; count on the stated rates, not on these rows.
SMILES,RGS4 inh,PI4K2A inh,JMJD2A Tudor,G9a inh,BAZ2B inh,12-LOX inh,ERG-DNA inh,HP1b binding inh,GLS inh
CCOc1ccc2nc(NC(=O)c3cccn(Cc4ccccc4C)c3=O)sc2c1,-12%,0,4%,9%[59 µM],1%,-1%,0%,32%[57 µM],0%
CC(C)(C)NC(=O)NC(=O)CN1CC=C(c2ccccc2)CC1,-7%,-2,-7%,-36%,u,36%,-6%,38%,-5%
O=C(CCCOc1ccc(Cl)cc1Cl)N1CCC2(CC1)OCCO2,-18%,-8,3%,4%[59 µM],-2%,-29%,-2%,29%,0%
COc1cccc(OCc2cc(C(=O)N3C[C@H]4C[C@@H](C3)c3cccc(=O)n3C4)no2)c1,20%,4,-9%,7%[12.7 µM],u,2%,2%,34%,-1%
[N-]=[N+]=NCc1cn2cccnc2n1,24%,6,-8%,23%,1%,-1%,3%,9%,2%
Cc1cc(NC(=O)CCC(=O)N2CCC3(CC2)OCCO3)no1,32%,-3,-7%,x,10%,-9%,6%,6%,2%
COc1ccc(CCCc2nnc(SCC(=O)Nc3ccc(C)c(C)c3)o2)cc1,6%&4%,-7&6,u,22µM*,-26%&-38%,u,-5%&-1%,3%&15%,-5%&4%
CCC(C)OC(=O)c1c(N)n(Cc2cccs2)c2nc3ccccc3nc12 (centres undefined),-21%,2,21%,39%[59 µM],29%,0%,1%,93%[activator],4%
CCOP(=O)(OCC)C(C)(C)NC(=O)C(Cl)(Cl)Cl,-23%,0,-8%,0%[12.7 µM],-2%,0%,-13%,69%[activator],-4%
CC1([N+](=O)[O-])COP(=O)(Nc2cccc(Cl)c2)OC1 (centres undefined),-14%,-4,-10%,x,x,-11%,-2%,24%,4%
CCCN1CCCC(C(=O)c2cc(C)c(OC)c(C)c2)C1 (centres undefined),4%,-2,-8%,7%,0%,-18%,1%,37%,2%
CN(C)c1ccc(/C=C2/C(=N\O)C3CCN2CC3)cc1,-41%,0,u,x,-35%,u,0%,-10%,19%
COCCN(C(=O)COC(=O)Cc1ccccc1)c1c(N)n(Cc2ccccc2)c(=O)[nH]c1=O,-19%,2,1%,-5%,8%,u,7%,19%,3%
Cc1nn(Cc2ccccc2)c(C)c1C(=O)OCC(=O)Nc1ccccc1SCC#N,-9%,5,-20%,14%[59 µM],16%,0%,7%,u,1%
CCC(C)n1c(O)c(C=NCc2cccnc2)c(=O)[nH]c1=S (centres undefined),-19%,0,-10%,0%,-12%,u,-5%,27%,8%
CCCN(CCC)CCc1ccc(O)c(O)c1,2%[56.9 µM],4,x,20µM*!,x,u,x,x,x
CCc1c(-c2ccccc2)nc2ccccc2c1C(=O)N1CCC2(CC1)OCCO2,3%,7,-6%,-7%,-21%,2%,6%,25%,-17%
C=CCn1c(O)c(C(C)=NCCN2CCOCC2)c(=O)[nH]c1=O,-29%,-2,-16%,-49%[12.7 µM],-7%,4%,-8%,34%[activator],-6%
S=C1NC2(CCCCC2)NC12CCCCC2,11%,-4,-4%,-3%[2.33 µM],-3%,14%,17%,45%[activator],0%
O=P(O)(Oc1ccccc1)c1ccccc1,-35%,4,-1%,x,x,-3%,0%,36%,-8%
N#C/C(=C\c1ccc([N+](=O)[O-])cc1)c1nc(C2CC2)cs1,-14%,10,u,u,-24%,-27%,x,-33%,0%
CCc1nn2c(=O)c(F)c(N3CCNCC3)nc2s1,x,-2,-5%,x,x,-4%,x,x,-4%
Cc1c(C=O)c2ccccc2n1Cc1ccc(F)cc1,3%,-14,1%[11.4 µM],18%,-1%,-16%,6%,49%[activator],-6%
CCCCn1c(=O)c(C(=O)NC(C)c2ccccc2)c(O)c2ccccc21 (centres undefined),11%,-4,74%[activator],76%[activator],5%,0%,5%,132%[activator],7%
CC(=O)c1cccc(OCC(O)CN2CC=C(c3ccccc3)CC2)c1 (centres undefined),-1%,8,2.8µM*,u,71µM*,204%[activator],6%,-35%,-19%
Cc1cccc(C)c1OCc1n[nH]c(=S)n1N,-13%[56.9 µM],-1,18µM*,1.8µM*,u,u,-7%,-18%,5%
NC(N)=Nc1ccc2[nH]c3c(c2c1)C[C@@]1(O)[C@H]2Cc4ccc(O)c5c4[C@@]1(CCN2CC1CC1)[C@H]3O5,24µM*,-17&-24,3.5µM*,1.3µM*,25µM*,x,8%,u,46%[activator]
Cc1ccc2c(c1)N(N=O)CCC2,2%,2,-17%,-11%,4%,-21%,9%,21%,21%
Cc1nc2ccccc2c(=O)n1-c1cccnc1,-5%,-5,u,-3%[12.7 µM],-4%,0%,13%,17%,2%
COC(=O)C1=C(c2ccc3ccccc3c2)C[C@@H]2CC[C@H]1N2C(=O)N1CCCC1,7%,2,-15%,9%[0.501 µM],18%,x,-13%,32%,4%
O=c1[nH]c(=S)n(-c2ccccc2Cl)c(O)c1C=NCCN1CCNCC1,26%,1,-10%,u,-2%,i,2%,41%[activator],-7%
Cc1cc(OCC(=O)NCC(O)c2ccccc2)c2c3c(c(=O)oc2c1)CCCC3 (centres undefined),-7%,5,-5%,-39%,-23%,27%,-4%,29%,0%
Cc1c2cnn(CC(=O)N3CCC4(CC3)OCCO4)c(=O)c2c(C)n1Cc1ccc(F)cc1,12%,-20,-27%,7%[12.7 µM],3%,6%,6%,-18%,13%
O=C(c1cccn2c(=O)c3cc(Br)ccc3nc12)N1CCC2(CC1)OCCO2,17%,-11,-3%,-40%,-2%,-14%,1%,25%,3%
CC(=NCc1cccnc1)c1c(O)n(-c2ccccc2C)c(=O)[nH]c1=O,2%,-5,4%,-12%,-9%,-13%,-1%,22%,1%
Cc1ccc(-n2c(O)c(C=Nc3ccc(S(=O)(=O)N(C)C)cc3)c(=O)[nH]c2=O)cc1,22%,-1,0%,u,-9%,0%,-2%,58%[activator],u
Cn1c(=O)oc2cc(S(=O)(=O)N3CCC(C(=O)N4CC=C(c5ccccc5)CC4)CC3)ccc21,-5%,1,-15%,50µM*,-3%,0%,-9%,34%,0%
Cc1cccc(-n2c(O)c(/C=C/C=Nc3ccccc3)c(=O)[nH]c2=O)c1,-9%,0,-22%,u,-1%,-22%,x,9%,10%
CCc1ccc2c(CN3CC=C(c4ccccc4)CC3)cc(=O)oc2c1,0%,-5,-10%,-12%[59 µM],-9%,u,-9%,19%,u
CN1C(CC(=O)c2ccccc2)CCCC1CC(O)c1ccccc1 (centres undefined),-21%&25%,1,-14%&-18%,-2%[2.33 µM],0%,-5%,-3%,81%&21%[activator],4%
O=c1[nH]c(=O)n(CCC2=CCCCC2)c(O)c1C=NC1CCN(Cc2ccccc2)CC1,-13%,0,-7%,18%,0%,148%[activator],-6%,23%,-12%
Cc1ccccc1-n1c(O)c(/C=N/Nc2nc3c(c(=O)n(C)c(=O)n3C)n2C)c(=O)[nH]c1=S,-53%,-9,u,u,u,u,0%,3%,28%
COc1ccc2[nH]cc(CCN)c2c1,3%[56.9 µM],3&-9,50µM*,9%[59 µM],u,u,4%,-31%,-5%
CC1CCCC(C)N1C(=O)CSc1nnc(NC(=O)c2cccs2)s1 (centres undefined),5%[56.9 µM],2,-5%[57.1 µM],50µM*,-6%,0%,4%,38%,1%
COP(=O)(OC)c1nc(-c2cccc3ccccc23)oc1NCCc1ccccc1,3%,0,65%[activator],-2%[59 µM],4%,-26%,7%,101%[activator],-17%
O=C1NC(=S)N(c2ccccc2)C(=O)C1C(c1ccncc1)C1C(=O)NC(=S)N(c2ccccc2)C1=O (centres undefined),-15%,2,-25%,45µM*,-28%,-16%,1%,29%,-15%
CC12CN3CCN(CC(C3)C1O)C2 (centres undefined),-6%,-1,-27%,6%,6%,-1%,7%,16%,1%
CN1/C(=C\C=Nc2ccccc2)C(C)(C)c2ccccc21,10%,-3,-14%,79µM*,u,u,u,17%,24%
O=C(/C=C/c1ccc(F)cc1)NC(=S)N1C[C@H]2C[C@H](C1)c1cccc(=O)n1C2,23%,5,-29%,-16%,-8%,-2%,-2%,16%,10%
C=CCOC(=O)c1ccccc1N,-8%,2,-13%,-1%[0.501 µM],8%,7%,-6%,42%[activator],4%
CN(C)c1nc(OCCNC(=O)COc2ccc(Cl)cc2Cl)nc(N2CCCCC2)n1,8%,-5,-13%,-27%[59 µM],1%,1%,2%,16%,7%
